CRFBP-R2 agonist – agonists of CRF-BP/CRF-R2 complex, primary screen, cell-based, HEK293, calcium dye fluorescence, uHTS. CRF-binding protein / CRF receptor 2 complex (human). calcium dye fluorescence (FLIPR); percent of saturating CRF peptide response. activation, % at 13.2 µM. hit rate 0.46% among 350,000. AID 588473, 2011;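 active means activation of at least 50%, plus an integration ratio under a set limit after plate pattern correction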;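 further: plate controls were neutral control wells without compound for no effect and CRF at EC100 for full effect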
M4 PAM – human M4 muscarinic receptor positive allosteric modulators, primary screen, CHO-K1 cells, Fluo-8 calcium fluorescence. Muscarinic acetylcholine receptor M4 (Homo sapiens), P08173. CHO-K1 hM4/Gqi5, ACh EC20; 0% = ACh EC20, 100% = maximal ACh. activation, % at 3 µM. hit rate 0.4% among 360,000. AID 624126, 2012;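 active means activation above its plate's cutoff, the mean activation of sample wells plus 3 SD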; further: some results filed as inactive read as strong as hits
Target sequence (P08173 whole entry, looked up): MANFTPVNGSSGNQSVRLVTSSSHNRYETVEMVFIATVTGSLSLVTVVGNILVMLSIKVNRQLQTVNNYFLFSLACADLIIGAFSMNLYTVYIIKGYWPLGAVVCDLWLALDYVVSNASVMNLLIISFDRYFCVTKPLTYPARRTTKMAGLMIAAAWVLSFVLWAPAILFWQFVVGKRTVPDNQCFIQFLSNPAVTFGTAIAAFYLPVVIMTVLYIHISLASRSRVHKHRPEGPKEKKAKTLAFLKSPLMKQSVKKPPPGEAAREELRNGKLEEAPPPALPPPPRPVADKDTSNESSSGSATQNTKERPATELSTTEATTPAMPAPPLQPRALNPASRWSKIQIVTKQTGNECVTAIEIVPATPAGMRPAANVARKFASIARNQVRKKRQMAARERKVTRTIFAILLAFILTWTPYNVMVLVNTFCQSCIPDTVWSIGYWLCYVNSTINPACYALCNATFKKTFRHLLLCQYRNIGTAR
CRFR2-BP antag – antagonists of CRF-BP/CRF-R2 complex, primary screen, cell-based, HEK293, calcium dye fluorescence, uHTS; CRF-induced calcium fluorescence; inhibition, % at 11.8 µM; hit rate 0.59% among 350,000;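 active means inhibition of the ligand-induced calcium signal above about 50% at the single tested concentration, limit read from the data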
M5 ag – human M5 muscarinic receptor agonists, primary screen, CHO-K1 cells, Fluo-8 calcium fluorescence; activation, % at 3 µM; hit rate 0.19% among 360,000; CHO-K1 hM5 cells; 0% DMSO wells, 100% maximal acetylcholine response; Muscarinic acetylcholine receptor M5 (Homo sapiens), P08912;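 active means activation above the run's mean over test compounds plus 3 SD, cut at about 23% in these data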;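 further: signal is peak over basal fluorescence ratio across the kinetic read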
M4 ag – human M4 muscarinic receptor agonists, primary screen, CHO-K1 cells, Fluo-8 calcium fluorescence | Muscarinic acetylcholine receptor M4 (Homo sapiens), P08173 | CHO-K1 hM4/Gqi5; vehicle 0%, full acetylcholine response 100% | activation, % at 3 µM | hit rate 0.14% among 360,000;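 active means activation above the run mean over all test wells plus 3 SD, cut at about 32% in these data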;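 further: peak over basal fluorescence ratio per well then scaled between controls; 0% = DMSO wells and 100% = acetylcholine at EC100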
CHRM4 antagonist – human M4 muscarinic receptor antagonists, primary screen, CHO cells, Fluo-8 calcium fluorescence; Muscarinic acetylcholine receptor M4 (Homo sapiens), P08173; CHO-hM4 cells, ACh EC80; inhibition, % at 3 µM; hit rate 0.73% among 360,000;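 active means inhibition above its plate's cutoff, the mean inhibition of sample wells plus 3 SD, cut at about 27% in these data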;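 further: 0% = acetylcholine EC80 with DMSO and 100% = DMSO without agonist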
M5 PAM – human M5 muscarinic receptor positive allosteric modulators, primary screen, CHO-K1 cells, Fluo-8 calcium fluorescence; AID 624038, 2012; hit rate 0.3% among 360,000; CHO-K1 hM5, ACh EC20 PAM; 0% = ACh EC20, 100% = ACh EC100; activation, % at 3 µM;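 active means activation above the run cutoff, the mean activation of all test compounds plus 3 SD, cut at about 18% in these data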
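System: CHO-K1 hM5 cells. Reagent: acetylcholine, EC20 level. Compound dosing: single dose, 3 µM nominal final test concentration. Timing: Post-acetylcholine fluorescence recording 140 s. Detection: Fluo-8 calcium fluorescence. Read-out: % activation, ACh-normalized. Benchmarks: ACh EC20 and EC100 wells. Repeats: singlicate, one well per test compound.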
CHRM5 antagonist – human M5 muscarinic receptor antagonists, primary screen, CHO cells, Fluo-8 calcium fluorescence | inhibition, % at 3 µM | hit rate 0.59% among 360,000 | Muscarinic acetylcholine receptor M5 (Homo sapiens), P08912 | CHO-hM5 cells, ACh EC80 | AID 624040, 2012;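 active means inhibition above a per-plate cutoff, the mean of that plate's test compounds plus 3 SD, cut at about 27% in these data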;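 further: 0% = acetylcholine EC80 with DMSO and 100% = DMSO without agonist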
M1 PAM – human M1 muscarinic receptor positive allosteric modulators, primary screen, CHO-K1 cells, Fluo-8 calcium fluorescence, 1536-well | AID 588819, 2011 | hit rate 0.088% among 360,000 | CHO-K1 hM1, ACh EC20; 0% = ACh EC20, 100% = maximal ACh | Muscarinic acetylcholine receptor M1 (Homo sapiens), P11229 | activation, % at 3 µM; in the data active means activation above about 19%, passing the limit was not always enough
Target sequence (P11229 whole entry, looked up): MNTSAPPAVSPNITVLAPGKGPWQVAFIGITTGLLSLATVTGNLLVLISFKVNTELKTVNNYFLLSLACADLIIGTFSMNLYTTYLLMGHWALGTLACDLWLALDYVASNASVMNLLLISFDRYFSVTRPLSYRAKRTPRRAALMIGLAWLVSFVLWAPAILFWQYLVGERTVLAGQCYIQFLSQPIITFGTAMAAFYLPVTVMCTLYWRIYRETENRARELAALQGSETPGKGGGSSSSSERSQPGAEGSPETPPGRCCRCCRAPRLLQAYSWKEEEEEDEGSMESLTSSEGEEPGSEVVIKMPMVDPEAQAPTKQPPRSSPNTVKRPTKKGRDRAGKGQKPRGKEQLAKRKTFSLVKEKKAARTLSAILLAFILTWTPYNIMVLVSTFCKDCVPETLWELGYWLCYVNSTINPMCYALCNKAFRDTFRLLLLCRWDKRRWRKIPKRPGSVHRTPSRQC
* hit, by the source's call; x = not tested or not shown. Hits appear at their usual frequency. About 2.6% of those tested had a hit in this group.

Second line of a record: CHRM5 antagonist	CHRM4 antagonist	M1 PAM	CRFR2-BP antag	M5 PAM	M5 ag	M4 PAM	CRFBP-R2 agonist	M4 ag
COc1cc(-c2cc(C(=O)N3CCCCCC3)c3ccccc3n2)cc(OC)c1OC
→ 5	-4	2	-1	-14	0	-4	-0.5	12
CCOC(=O)c1ccc(NC(=O)CCC(=O)NCc2ccco2)cc1
→ -5	-4	5	6	-4	1	3	-1.0	1
O=C(c1ccco1)N1CCC(n2nnc3ccccc32)CC1
→ -1	4	-3	0	-8	-7	1	-0.3	1
Cc1cccc(S(=O)(=O)Nc2ccc(-c3cn4ccccc4n3)cc2)c1
→ 6	6	-4	-7	-12	-1	1	-0.7	3
CC(=O)Nc1sc2c(c1C(c1ccccn1)N1CCCC1)CCCC2 (stereo not given)
→ 1	3	-6	5	1	-5	-8	-0.5	1
CCOC(=O)C1CCCN(C(=O)CNC(=O)c2nn(-c3ccc(OC)c(Cl)c3)c(=O)c3ccccc23)C1 (stereo not given)
→ 21	10	-14	-6	-10	3	-7	-3.4	16
COc1cc(CNc2ccc(C(=O)O)cc2)cc(Br)c1OCC(=O)NC(C)(C)C
→ -3	2	9	0	3	2	4	-1.0	1
CCOP(=O)(OCC)C(NC(=O)Nc1ccc(Cl)c(Cl)c1)c1ccccc1 (stereo not given)
→ 7	3	-4	-80	-4	2	-1	-0.6	6
Cc1ccc(-c2nc3cnccn3c2Nc2c(C)cccc2C)o1
→ 8	20	0	3	-1	1	-4	8.7	4
CCOC(=O)C1CCN(C(=O)Nc2c(-c3ccccc3)noc2C)CC1
→ 1	-2	4	2	2	1	-5	-0.1	1
COc1ccc(-n2nc(C(=O)NCC(=O)Nc3cc(OC)c(OC)c(OC)c3)c3ccccc3c2=O)cc1
→ 9	5	-13	-11	-9	5	-7	0.0	23
Nc1ncnc(Nc2ccccc2C(F)(F)F)n1
→ -7	-7	4	-1	-1	-1	2	0.2	0
CC(=O)Nc1ccc2c(c1)N(S(=O)(=O)c1cccs1)CCC2
→ -2	-9	7	-2	3	1	6	-1.4	0
Cc1ccc(NS(=O)(=O)c2ccc3c(c2)N(C)CCO3)cc1
→ 4	-2	-12	4	-3	1	0	0.0	8
CCOC(=O)c1ccc(N2CCCCC2)c(NS(=O)(=O)c2ccc(C)cc2)c1
→ -2	3	-1	20	-5	-4	-10	1.6	-1
Cc1ccc(N=Cc2ccc(N(C)C)cc2)cc1
→ -7	7	-3	-9	3	0	-2	-1.6	0
Cc1ccc(NS(=O)(=O)c2ccc(NC(=O)C3CC3)cc2)cc1C
→ -5	-8	-7	-2	-8	9	-6	3.1	18
CCOC(=O)C1=C(C)N(Cc2ccccc2)C(=O)NC1c1ccc(OC)cc1 (stereo not given)
→ -6	-14	2	-3	-7	-5	-4	1.1	1
Cc1ccc2ccccc2c1C(O)c1ncc(-c2ccc(Cl)cc2)[nH]1 (stereo not given)
→ 7	-10	18	x	-1	1	0	x	3
COc1ccc(C)cc1NC(=O)CN(c1ccc(C)cc1)S(C)(=O)=O
→ -6	3	8	29	-6	-4	-2	-2.5	0
Cc1nc2c(c(=O)n1CCC1=CCCCC1)c1nc3ccccc3nc1n2/N=C/c1ccco1
→ 7	5	2	-1	-6	-1	3	0.5	2
NS(=O)(=O)c1cccc(NC(=O)COC(=O)Cc2ccc(Cl)cc2)c1
→ -3	5	-11	8	-6	0	-7	-4.5	1
COc1ccc2c(c1OC)C(=O)OC2Nc1nc(-c2ccc([N+](=O)[O-])cc2)cs1 (stereo not given)
→ 5	-5	2	18	-5	4	-14	-7.2	1
O=C(c1ccc(Cl)c(S(=O)(=O)N2CCOCC2)c1)N1CCOCC1
→ 1	-1	4	11	6	-3	-3	6.7	0
COc1ccc(CC(=O)NC2CCSc3ccccc32)cc1OC (stereo not given)
→ 18	7	-2	1	-2	-2	-4	0.5	1
CCCc1nc2ccccc2c(C(=O)O)c1CC
→ -12	-2	1	-11	5	-4	16	-1.3	1
O=C(Cc1cn2ccsc2n1)OCc1ccccc1
→ 13	-3	-4	-18	7	-2	4	2.0	1
CCC1CCCCN1S(=O)(=O)c1ccc(C(=O)Nc2nnc(-c3ccccc3Cl)o2)cc1 (stereo not given)
→ -7	-9	0	-58	3	-1	8	126*	1
Cc1occc1C(=O)NNC(=O)c1ccc(S(=O)(=O)N(C)C)cc1
→ -8	-3	3	3	1	3	4	-1.9	1
CCc1ccccc1OCC(=O)Nc1cccc(S(=O)(=O)NC2=NCCCCC2)c1
→ 15	6	10	-8	-4	-5	-5	3.1	10
CCN(CCNC(=O)c1ccc(CSc2nc3ccncc3[nH]2)cc1)c1ccccc1
→ -1	-9	1	10	-3	1	-2	-1.7	6
CCOC(=O)c1ccc(NC(=S)NCc2ccccc2)cc1
→ 18	14	-12	15	-21	2	-11	9.1	13
CC1(C)C[C@@H]2C[C@@](C)(CN2C(=O)c2ccccc2)C1
→ -1	-2	8	-6	7	3	-1	0.5	0
COc1ccccc1CN(C)C(=O)CN1CCN(C(=O)c2cccs2)CC1
→ 3	7	8	1	-1	2	7	1.2	1
COc1ccccc1NC(=O)c1ccc2c(c1)nnn2C
→ 9	-7	9	24	4	3	0	1.1	0
Cc1nc2ccccc2n1CC(=O)c1ccc(O)c(O)c1
→ 17	2	12	16	4	-2	15	0.7	1
CN(C)c1ccc(CNC(=O)CN(C)S(=O)(=O)c2cccc3cccnc23)cc1
→ 0	16	-1	0	-8	-1	-11	-0.9	2
CC1CCN(Cc2c(C(=O)N/N=C/c3ccc(C(F)(F)F)cc3)nnn2-c2nonc2N)CC1
→ 3	2	9	-12	7	-2	-7	1.2	1
CC(C)[C@H](NC(=O)N1c2ccccc2NC(=O)[C@@H]1C(C)C)C(=O)N1CCC[C@H]1C(=O)O
→ 0	0	-1	-2	2	1	2	0.9	1
CCOC(=O)c1cnc(SCC(C)C)nc1N
→ 2	3	9	26	-7	-2	2	-0.5	0

Reprinted at random: seven compounds from above, in no set order.
Second line of a record: CHRM5 antagonist	CHRM4 antagonist	M1 PAM	CRFR2-BP antag	M5 PAM	M5 ag	M4 PAM	CRFBP-R2 agonist	M4 ag
COc1ccc2c(c1OC)C(=O)OC2Nc1nc(-c2ccc([N+](=O)[O-])cc2)cs1 (stereo not given)
→ 5	-5	2	18	-5	4	-14	-7.2	1
Cc1nc2c(c(=O)n1CCC1=CCCCC1)c1nc3ccccc3nc1n2/N=C/c1ccco1
→ 7	5	2	-1	-6	-1	3	0.5	2
CN(C)c1ccc(CNC(=O)CN(C)S(=O)(=O)c2cccc3cccnc23)cc1
→ 0	16	-1	0	-8	-1	-11	-0.9	2
CCC1CCCCN1S(=O)(=O)c1ccc(C(=O)Nc2nnc(-c3ccccc3Cl)o2)cc1 (stereo not given)
→ -7	-9	0	-58	3	-1	8	126*	1
CCc1ccccc1OCC(=O)Nc1cccc(S(=O)(=O)NC2=NCCCCC2)c1
→ 15	6	10	-8	-4	-5	-5	3.1	10
CC(C)[C@H](NC(=O)N1c2ccccc2NC(=O)[C@@H]1C(C)C)C(=O)N1CCC[C@H]1C(=O)O
→ 0	0	-1	-2	2	1	2	0.9	1
COc1ccc(CC(=O)NC2CCSc3ccccc32)cc1OC (stereo not given)
→ 18	7	-2	1	-2	-2	-4	0.5	1

Next section.
Second line of a record: CHRM5 antagonist	CHRM4 antagonist	M1 PAM	CRFR2-BP antag	M5 PAM	M5 ag	M4 PAM	CRFBP-R2 agonist	M4 ag
CC(C)c1nnc(NC(=O)CSc2nc3ccccc3[nH]2)s1
→ -3	2	8	-19	1	1	1	-1.5	1
CCc1ccccc1NC(=O)CSC1=C(C#N)C(c2ccc(O)c(OC)c2)C2=C(CCCC2=O)N1 (stereo not given)
→ 0	-5	5	12	6	-4	2	-0.6	1
CC(=O)Nc1ccc(S(=O)(=O)NNC(=O)COc2ccc(C)cc2)cc1
→ 3	0	-3	-6	2	0	7	0.5	1
COC(=O)[C@H](CC(C)C)NC(=O)/C=C/[C@H]1O[C@@H](n2ccc(=O)[nH]c2=O)[C@H](O)[C@@H]1O
→ 11	6	-2	x	-3	5	-6	x	1
COc1ccc(CCNc2ccc(C(CC(N)=O)NC(=O)c3ccc(Br)cc3)cc2[N+](=O)[O-])cc1 (stereo not given)
→ 1	0	1	6	8	4	7	0.9	1
COc1ccc(-n2c(=O)c3ccccc3n(Cc3cccc(C)c3)c2=O)cc1OC
→ 11	9	16	25	-2	-2	-3	-2.3	0
CCOC(=O)C1CCN(C(=O)Nc2ccc3oc(C)nc3c2)CC1
→ -1	-3	-2	12	2	2	-1	-2.4	-1
C#CCNc1cc(-c2ccccc2)nc2ncnn12
→ 1	0	3	-1	1	-5	-5	-2.7	0
CN1N=C2c3ccccc3CCCC2C1c1ccc(F)cc1 (stereo not given)
→ 10	2	0	9	-4	-2	-18	1.1	-2
COc1cc(/C=C(\C#N)C(=O)NCc2cccs2)ccc1O
→ -4	-12	-3	-17	-8	1	-2	7.1	1
CN(CC(=O)Nc1c(Cl)cccc1Cl)C(=O)c1n[nH]c2ccccc12
→ -7	1	-3	0	4	3	-2	0.0	5
COc1ccc(-c2nnc(SCC(=O)N(C)C3CCS(=O)(=O)C3)n2N)cc1OC (stereo not given)
→ -3	-5	0	8	-6	-1	-6	-0.8	0
Cc1cccc(NC(=S)NCCCN2CCOCC2)c1
→ 7	-5	6	-16	-5	-3	3	1.2	2
Nc1nnnn1/N=C/c1ccco1
→ 5	2	1	5	0	1	4	0.7	0
COc1ccc(CCn2c(C)cc(C(=O)CSc3nnnn3C)c2C)cc1
→ -6	8	3	37	6	0	-1	1.1	1
CCCCSc1nnc(CSc2ncccn2)n1C
→ -1	2	11	-15	10	2	9	4.5	2
Cc1ccc2[nH]c3c(c2c1)CCc1cn[nH]c1-3
→ 4	9	28	-11	7	2	13	0.1	4
CCc1ccc(NC(=O)C(=O)NCCN2CCN(C(=O)c3ccc(OC)cc3)CC2)cc1
→ 4	-7	5	-3	-2	2	4	-0.2	3

3 entries from above, sorted by their value in M5 ag, rising:
structure,M5 ag
Cc1cccc(NC(=S)NCCCN2CCOCC2)c1,-3
Nc1nnnn1/N=C/c1ccco1,1
CCc1ccc(NC(=O)C(=O)NCCN2CCN(C(=O)c3ccc(OC)cc3)CC2)cc1,2

In a second layout: results already given
Structure | CHRM5 antagonist | CHRM4 antagonist | M1 PAM | CRFR2-BP antag | M5 PAM | M5 ag | M4 PAM | CRFBP-R2 agonist | M4 ag
C#CCNc1cc(-c2ccccc2)nc2ncnn12 | 1 | 0 | 3 | -1 | 1 | -5 | -5 | -2.7 | 0
CC(=O)Nc1ccc(S(=O)(=O)NNC(=O)COc2ccc(C)cc2)cc1 | 3 | 0 | -3 | -6 | 2 | 0 | 7 | 0.5 | 1
